Screening data as filed in PubChem BioAssay.
LGR2 antag: inhibitors of bursicon-induced Drosophila LGR2 receptor cAMP signaling; HEK293 LGR2, CRE-luciferase, bursicon-stimulated, 4 h; inhibition, % at 9.99 µM; 0.35% of 380,000 active; AID 720647;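 active means drop in luminescence signal, shown as inhibition above about 50% in the replicate tests, limit read from the data, passing the limit was not always enough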;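 further: agonist challenge used bursicon conditioned medium at about half maximal strength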
ERAP1 HTS inh: blocks human ERAP1 aminopeptidase activity | inhibition, % at 10.7 µM | Q9NZ08 | recombinant ERAP1, Leu-AMC fluorescence, 60 min | AID 652197 | 0.15% of 340,000 active;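 active means mean replicate inhibition of at least 30%, or all replicates individually reaching that 30% level; inactive means mean below 30% and not every replicate reaching it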;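 further: 0% = neutral control wells and 100% = L-leucinethiol positive control wells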
SIRT5 block: blocks human SIRT5 desuccinylation of peptide | Purified SirT5, succinyl-peptide AMC, trypsin-coupled fluorescence | inhibition, % at 15 µM | 1.1% of 330,000 active | AID 652115; in the data active means inhibition above about 15%
Target sequence (Q9NXA8 whole entry, looked up): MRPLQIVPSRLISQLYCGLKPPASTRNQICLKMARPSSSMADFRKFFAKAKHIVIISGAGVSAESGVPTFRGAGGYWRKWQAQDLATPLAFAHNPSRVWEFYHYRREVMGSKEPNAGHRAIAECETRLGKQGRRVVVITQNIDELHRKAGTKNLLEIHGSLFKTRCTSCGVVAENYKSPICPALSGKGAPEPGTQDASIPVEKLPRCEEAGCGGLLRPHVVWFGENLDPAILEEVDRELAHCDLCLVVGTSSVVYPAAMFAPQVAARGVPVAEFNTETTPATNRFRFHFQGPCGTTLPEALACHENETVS
Cneo AK release: Cryptococcus neoformans lysis via adenylate kinase release | C. neoformans lysis, adenylate kinase release luminescence, 4 h; normalised: neutral wells 0, clomiphene wells 100 | lysis activity, % at 15 µM | 0.2% of 360,000 active | AID 651654;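 active means mean lysis activity across replicates of at least 80%, whatever share of replicates individually reach that level; inactive means mean lysis activity below 80%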
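Test system: log-phase Cryptococcus neoformans yeast cells; Quantity: yeast cell density of 5 × 10^6 cells/mL; Buffer or medium: YPD; Doses: single compound concentration per well; Timing: 4 h at 37 °C static, read 1 h later; Measured by: AK luminescence; Read-out basis: lysis from increased AK signal; Control set: Clomiphene as positive control.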
PGC1a acetyl inh: lowers PGC1a acetylation signal in U2OS cells | AlphaScreen anti-acetyl-lysine; with virally co-expressed GCN5 acetyltransferase | inhibition, % at 15.6 µM | 0.17% of 350,000 active | AID 651687;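 active means every replicate shows inhibition of at least 40%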;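 further: 0% = neutral control wells and 100% = positive control wells; some results beyond the cut were filed as inactive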
S100A4 inh HTS: S100A4-myosin IIA interaction inhibition; P26447; S100A4/TAMRA-MyoIIA peptide fluorescence polarization; inhibition, % at 10.7 µM; 0.14% of 360,000 active; AID 652163;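 active means mean inhibition of at least 70% across replicates, with every replicate also reaching that level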
Target sequence (P26447 whole entry, looked up): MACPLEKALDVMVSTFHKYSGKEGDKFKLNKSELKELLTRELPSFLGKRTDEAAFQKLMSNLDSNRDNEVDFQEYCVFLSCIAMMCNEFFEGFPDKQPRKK
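System – human S100A4 monomer protein, biochemical binding assay · Buffer or medium – Calcium-containing HEPES buffer, pH 7.2 · Timing – 5 min between mix addition and reading · Also added – TAMRA-labelled myosin IIA heavy-chain peptide probe, 5 nM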
Statin myotox sup: protects C2C12 myotubes from simvastatin toxicity | ATP luminescence, 48 h; scaled: DMSO 0, geranylgeraniol control 100 | rescue of ATP level, % at 7.49 µM | 0.78% of 330,000 active;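 active means mean ATP rescue above about 67%, or every replicate alone reaching that limit, limit read from the data, passing the limit was not always enough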;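 further: myotubes were challenged with 10 µM simvastatin during compound exposure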
Xi reactivation: reactivates the inactive X chromosome in mouse fibroblasts; XiGFP mouse fibroblasts, % GFP-positive cells imaging, 3 d; cells co-treated with 5-aza-dC sensitizer; scaled so ellipticine positive control = 100%; activation, % at 7.58 µM; 0.055% of 360,000 active; AID 743238;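 active means mean normalized replicate activation at least 10% and every replicate at or above 10%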;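 further: 0% = median of on-plate neutral control wells and 100% = ellipticine 6 µM median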
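Assay system – SV40-immortalized XiGFP fibroblast cells, line 68-5-11 · Buffer or medium – DMEM supplemented with 5-aza-dC as sensitizing agent · Dosing – one concentration, pinned · Benchmarks – positive control ellipticine, 6 µM final · Times – 3 days compound exposure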
* marks the source's active call; other numbers are inactive results; nt = not tested or not shown; & = joins results of further samples.

SMILES	LGR2 antag	ERAP1 HTS inh	SIRT5 block	Cneo AK release	PGC1a acetyl inh	S100A4 inh HTS	Statin myotox sup	Xi reactivation
O=C(NCc1ccccc1)c1ccc(NC(=O)c2ccccc2F)cc1	10	-2	-5	-2	2	1	9	-0.1
Nn1c(SCC(=O)Nc2c(Cl)cccc2Cl)nncc1=O	-1	1	0	0	-4	1	15	-0.8
O=C(CSc1ccc(Br)cc1)N1CCN(C(=O)c2ccco2)CC1	17	-2	-2	-3	-5	-5	-9	-0.1
CSc1ccccc1NC(=O)COc1ccc2c(c1)OCO2	-16	0	-2	1	nt	-9	-1	0.1
C/C=C/c1ccc([C@H]2[C@@H](CO)N(CC3CCCC3)C23CN(C(=O)CC)C3)cc1	8	8	6	nt	-16	-12	nt	0.3
COc1cccc(CNC(=O)C2CCN(S(=O)(=O)c3cccc4cccnc34)CC2)c1	-5	-2	nt	0	1	1	0	-0.2
O=C(NC(=S)N1CCN(c2ccc([N+](=O)[O-])cc2Cl)CC1)c1ccco1	8	1	0	-4	5	-3	nt	0.0
COc1ccc(Cc2n[nH]c(=S)n2C)cc1Br	-29	4	6	nt	-2	4	nt	0.2
C/C=C/c1ccc([C@@H]2[C@@H](CN(CC)C(C)=O)N(C(=O)C3CC3)[C@H]2CO)cc1	5	0	4	-4	6	-3	18	0.0
CC1(C)C2CCC1(CS(=O)(=O)Nc1ccccc1)C(=O)C2 (configuration not stated)	-11	-3	-3	nt	2	1	4	0.2
CC1CC(C)CN(C(=O)CCNC(=O)Cn2ccc3ccccc3c2=O)C1 (configuration not stated)	-9	-4	-2	-2	nt	-2	0	0.3
COc1ccc(C(=O)Nc2ccc(NC(C)=O)cc2)cc1S(=O)(=O)N(C)Cc1ccccc1	-1	0	-1	nt	-6	-3	3	0.0
O=c1c2ccccc2nnn1CCc1ccccc1	-26	-2	1	-4	-6	0	-18	0.0
COc1ccc(CN(C)C[C@H]2OCCCC[C@H](C)Oc3ccc(NC(=O)NC4CCCCC4)cc3C(=O)N([C@@H](C)CO)C[C@H]2C)cc1	-2	-3	5	3	-7	7	nt	0.5
CCc1ccc(CN(C)C(C)C(=O)Nc2ccc(S(=O)(=O)N3CCCC3)cc2)cc1 (configuration not stated)	15	-8	13	3	8	3	29	-0.1
O=C1c2oc3ccc(Cl)cc3c(=O)c2C(c2cccc(Br)c2)N1CCO (configuration not stated)	10	nt	nt	-1	-13	nt	0	nt
Cc1ccc(S(=O)(=O)Nc2ccc3c(c2)CC(=O)N([C@@H](C)CO)C[C@H](C)[C@H](CN(C)Cc2ccc(C(=O)Nc4ccccc4N)cc2)O3)cc1	-17	-4	4	1	-8	5	40	2.4
COc1ccc(CCNC(=O)COc2ccccc2[N+](=O)[O-])cc1OC	-16	11	2	0	-1	1	nt	0.2
C[C@@H]1CN([C@@H](C)CO)S(=O)(=O)c2ccc(Br)cc2O[C@@H]1CN(C)C(=O)c1ccccn1	15&12	1&4	-9&-1	5&6	0&-1	-1&18	5	0.0&-0.5
COc1cc(OC)cc(C(=O)NNC(=O)CN2C(=O)NC(C)(c3ccccc3)C2=O)c1 (configuration not stated)	-3	2	3	1	nt	0	3	0.1
Cc1c(Cl)c([N+](=O)[O-])nn1CCCC(=O)N(Cc1ccccc1)Cc1ccccc1	3	-7	1	nt	nt	-4	nt	0.2
C[C@H]1CCCCO[C@@H](CN(C)C(=O)NC2CCCCC2)[C@@H](C)CN([C@@H](C)CO)C(=O)c2cc(NS(=O)(=O)c3ccccc3)ccc2O1	4	3	0	2	-2	-5	nt	0.1
COc1ccc(S(=O)(=O)N2CCCOC2CNC(=O)C(=O)NCc2ccccc2C)cc1 (configuration not stated)	5	1	nt	0	-24	-2	-7	0.1
O=C(CSc1ccc(-c2ccccn2)nn1)N1CCCc2ccccc21	-4	-4	0	-3	4	-22	15	-0.1
O=C(COc1coc(CN2CCN(c3ccccc3)CC2)cc1=O)Nc1ccccc1	1	-5	-1	0	6	-7	5	0.1
Cc1ccccc1OCc1nnc(SCC(=O)NCc2ccco2)n1C	-6	-4	-9	16	9	4	2	1.5
O=C(OCc1cn([C@@H]2CN(C(=O)C3CCCCC3)[C@@H](c3ccccc3)C[C@H]2O)nn1)c1ccccc1	-2	10	1	0	1	5	5	0.0
CCCC(=O)N1CCCC(c2cc(C(=O)Nc3ccccc3)no2)C1 (configuration not stated)	82*	4	-1	-9	-6	1	2	-0.1
COCCOC(=O)C1=C(C)NC(C)=C(C(=O)OC(C)C)C1c1cccc([N+](=O)[O-])c1 (configuration not stated)	nt	-2	1	-1	3	-8	7	0.0
CC(C)(C)N(Cc1ccccc1)C(=O)c1ccc(Br)o1	11	-1	19*	0	-10	1	-1	0.0

In another format: twelve of the compounds above.
structure | LGR2 antag | ERAP1 HTS inh | SIRT5 block | Cneo AK release | PGC1a acetyl inh | S100A4 inh HTS | Statin myotox sup | Xi reactivation
O=C1c2oc3ccc(Cl)cc3c(=O)c2C(c2cccc(Br)c2)N1CCO (configuration not stated) | 10 | nt | nt | -1 | -13 | nt | 0 | nt
Cc1ccc(S(=O)(=O)Nc2ccc3c(c2)CC(=O)N([C@@H](C)CO)C[C@H](C)[C@H](CN(C)Cc2ccc(C(=O)Nc4ccccc4N)cc2)O3)cc1 | -17 | -4 | 4 | 1 | -8 | 5 | 40 | 2.4
COc1ccc(CCNC(=O)COc2ccccc2[N+](=O)[O-])cc1OC | -16 | 11 | 2 | 0 | -1 | 1 | nt | 0.2
C[C@@H]1CN([C@@H](C)CO)S(=O)(=O)c2ccc(Br)cc2O[C@@H]1CN(C)C(=O)c1ccccn1 | 15&12 | 1&4 | -9&-1 | 5&6 | 0&-1 | -1&18 | 5 | 0.0&-0.5
COc1cc(OC)cc(C(=O)NNC(=O)CN2C(=O)NC(C)(c3ccccc3)C2=O)c1 (configuration not stated) | -3 | 2 | 3 | 1 | nt | 0 | 3 | 0.1
Cc1c(Cl)c([N+](=O)[O-])nn1CCCC(=O)N(Cc1ccccc1)Cc1ccccc1 | 3 | -7 | 1 | nt | nt | -4 | nt | 0.2
C[C@H]1CCCCO[C@@H](CN(C)C(=O)NC2CCCCC2)[C@@H](C)CN([C@@H](C)CO)C(=O)c2cc(NS(=O)(=O)c3ccccc3)ccc2O1 | 4 | 3 | 0 | 2 | -2 | -5 | nt | 0.1
COc1ccc(S(=O)(=O)N2CCCOC2CNC(=O)C(=O)NCc2ccccc2C)cc1 (configuration not stated) | 5 | 1 | nt | 0 | -24 | -2 | -7 | 0.1
O=C(CSc1ccc(-c2ccccn2)nn1)N1CCCc2ccccc21 | -4 | -4 | 0 | -3 | 4 | -22 | 15 | -0.1
O=C(COc1coc(CN2CCN(c3ccccc3)CC2)cc1=O)Nc1ccccc1 | 1 | -5 | -1 | 0 | 6 | -7 | 5 | 0.1
Cc1ccccc1OCc1nnc(SCC(=O)NCc2ccco2)n1C | -6 | -4 | -9 | 16 | 9 | 4 | 2 | 1.5
O=C(OCc1cn([C@@H]2CN(C(=O)C3CCCCC3)[C@@H](c3ccccc3)C[C@H]2O)nn1)c1ccccc1 | -2 | 10 | 1 | 0 | 1 | 5 | 5 | 0.0

The results go on:
SMILES	LGR2 antag	ERAP1 HTS inh	SIRT5 block	Cneo AK release	PGC1a acetyl inh	S100A4 inh HTS	Statin myotox sup	Xi reactivation
CC1C(=O)CC(c2ccccc2)N(C)C1c1ccccc1 (configuration not stated)	5	nt	nt	2	-1	0	7	0.1
COc1ccc(NC(=O)CSc2nnc3n2CCCCC3)cc1	8	5	-1	nt	nt	-8	nt	0.8
N=c1sccn1CC(=O)NC(=O)NC1CCCC1	nt	6	-3	-2	10	-4	nt	0.1
COc1ccc(NC(=O)c2ccccc2NS(C)(=O)=O)cc1OC	-6	2	-1	2	nt	0	2	nt
CCc1ccc(NC(=O)COc2ccc(Br)cn2)cc1	4	1	-2	-2	nt	2	-1	0.0
Nc1ccc(C(=O)NCc2ccccc2)cc1	9	-2	-1	nt	9	-2	7	0.1
CC1CCCN(C(=O)c2ccc(NC(=O)CC3SC(N4CCCC4)=NC3=O)cc2)C1 (configuration not stated)	0	1	-3	-8	-9	-1	3	0.0
COc1ccccc1C(=O)NC(=O)COC(=O)CCOc1cc(C)ccc1C	-10	0	-2	0	nt	-1	-6	0.2
c1ccc(Cc2noc(CN3CCCC(CN4CCOCC4)C3)n2)cc1 (configuration not stated)	-109	-2	0	2	4	-2	8	-0.2
COc1ccc(OC)c2c(C)cc(N3CCN(C(=O)c4ccc(Cl)cc4)CC3)nc12	27	nt	nt	6	0	nt	-5	nt
CCCN1C[C@H](C)[C@H](OC)CN(C)C(=O)c2ccc(NC(=O)Nc3c(C)noc3C)cc2OC[C@@H]1C	-2	2	0	-1	-4	-23	9	0.0
C[C@H]1CN([C@@H](C)CO)C(=O)Cc2cc(NC(=O)Cc3cn(C)c4ccccc34)ccc2O[C@@H]1CN(C)C(=O)Nc1cccc2ccccc12	0	2	2	-3	-3	9	20	-1.1
Cc1cc(C)n2ncc(C(=O)NC3CCCCC3)c2n1	10	2	-3	3	9	3	3	0.3
Cc1c(OCC(=O)NCC(O)c2ccccc2)ccc2c3c(c(=O)oc12)CCCC3 (configuration not stated)	-16	1	0	-1	7	-11	-9	0.0
CN(c1ccccc1)S(=O)(=O)c1ccc(Cl)c(C(=O)Nc2nn[nH]n2)c1	-9	0	7	1	nt	-5	nt	0.0
COc1ccc(S(=O)(=O)N(C)C[C@H]2Oc3ccc(NC(=O)Nc4ccc(F)cc4)cc3C(=O)N([C@H](C)CO)C[C@H]2C)cc1	13	2	21*	6	5	-8	-48	-0.8
Cc1ccccc1NC(=O)c1ccc(CN(c2ccccc2)S(=O)(=O)c2ccccc2)cc1	13	-1	-1	1	6	-1	3	0.3
O=C(COC(=O)c1cccc(S(=O)(=O)N2CCCCCC2)c1)Nc1ccccc1C(F)(F)F	-8	1	-3	2	7	-4	1	0.0
COC(=O)c1c(C)[nH]c(C(=O)OCC(=O)c2ccc(C)s2)c1C	nt	1	-2	1	0	0	-9	0.0
COc1ccc(N(CC(=O)NCc2ccccc2Cl)S(=O)(=O)c2c(C)n[nH]c2C)cc1	-2	1	-1	0	-5	-3	5	0.2
CCNC(=O)[C@H]1[C@H](CO)[C@H]2Cn3c(ccc(-c4ccccc4F)c3=O)[C@@H]1N2CC1CC1	-3	-2	5	2	nt	6	4	0.6
C[C@@H]1CN([C@@H](C)CO)C(=O)c2cccc(NC(=O)Nc3cccc4ccccc34)c2O[C@H]1CN(C)S(=O)(=O)c1ccc(F)cc1	nt	3	7	nt	10	0	-25	nt
S=C(NCCc1ccccn1)Nc1cc(Cl)cc(Cl)c1	5	0	-10	nt	0	11	nt	0.1
CC1=C(C(=O)OC2CCCC2)C(c2coc3ccccc3c2=O)C2=C(CC(C)(C)CC2=O)N1 (configuration not stated)	21	-2	-1	-1	-15	3	12	0.0
O=C(N/N=C/c1ccc(Cl)cc1Cl)c1ccc2nc[nH]c2c1	-36	1	2	0	nt	8	-8	0.1
O=C(/C=C/c1ccc(Cl)cc1)NC(=S)Nc1ccccc1C(=O)O	1	-6	2	nt	0	4	nt	0.0
Cn1cc(SCC(N)=O)c2ccccc21	12	1	2	2	-4	1	11	0.0
O=C(C[C@@H]1C=C[C@@H](NC(=O)C2CCOCC2)[C@@H](CO)O1)NCc1ccncc1	5	0	0	0	11	-8	-16	0.0
Cc1cc(C)cc(NC(=O)c2ccc3nc[nH]c3c2)c1	-5	-2	1	nt	-2	-4	2	0.0
CCOc1ccccc1-n1cnc2cc(C(=O)NCc3ccco3)ccc21	-19	nt	nt	3	-2	nt	-4	nt

Only part of the results is shown; count on the stated rates, not on these rows.
